# Fam108B inh – mouse Fam108B serine hydrolase inhibitors, primary screen, counter-screen for RBBP9 inhibitor project, biochemical, fluorescence polarization; recombinant Fam108B, FP-Rh probe fluorescence polarization; inhibition, % at 9.51 µM; 300,000 tested, 0.33% active;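 active = inhibition above the screen mean inhibition plus 3 SD, computed separately per campaign, cut at about 18% in these data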;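 note: inhibitors lower polarization as less probe binds the enzyme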
# PME-1 primary – PME-1 inhibitors via competitive probe labeling, primary screen, biochemical, fluorescence polarization, FP-Rh probe, HTS; Protein phosphatase methylesterase 1 (Homo sapiens), Q9Y570; AID 2130, 2009; recombinant PME-1; inhibition, % at 5.9 µM; 320,000 tested, 0.53% active;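 active = inhibition above the campaign mean of all compounds plus 3 SD, cut at about 26% in these data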;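 note: competitive labeling of PME-1 active site by serine hydrolase directed probe; 0% = PME-1 with DMSO and 100% = wells lacking PME-1 enzyme; inhibitors block probe labeling so polarization falls and inhibition rises; many of its hits are not listed in these tables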
# GLD-1 RNA inh – GLD-1/TGE RNA complex disruptors, primary screen, biochemical, fluorescence polarization; Female germline-specific tumor suppressor gld-1 (Caenorhabditis elegans), Q17339; purified GLD-1 + fluorescein TGE RNA; inhibition, % at 5.96 µM; 320,000 tested, 0.44% active; AID 2280, 2010;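 active = percent inhibition above a per-plate cutoff, the plate mean of test compounds plus 3 SD, cut at about 30% in these data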;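 note: 0% = DMSO wells with GLD-1 and probe and 100% = wells lacking GLD-1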
# Target sequence (Q17339 whole entry, looked up): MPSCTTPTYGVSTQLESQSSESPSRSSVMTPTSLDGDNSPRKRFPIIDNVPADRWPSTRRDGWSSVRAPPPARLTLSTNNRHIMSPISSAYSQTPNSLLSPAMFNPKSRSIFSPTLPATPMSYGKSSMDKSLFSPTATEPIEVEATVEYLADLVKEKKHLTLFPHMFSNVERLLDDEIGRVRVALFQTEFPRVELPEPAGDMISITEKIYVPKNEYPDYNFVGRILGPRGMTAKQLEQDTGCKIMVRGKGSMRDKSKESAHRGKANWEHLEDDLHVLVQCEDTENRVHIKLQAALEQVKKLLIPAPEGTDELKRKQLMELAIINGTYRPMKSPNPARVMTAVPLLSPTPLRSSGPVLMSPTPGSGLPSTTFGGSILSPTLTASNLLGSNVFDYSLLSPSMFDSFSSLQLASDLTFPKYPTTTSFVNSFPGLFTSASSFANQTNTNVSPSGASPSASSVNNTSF
# GRK2 aptamer HTS – compounds blocking aptamer binding on GRK2 – biochemical, human GRK2, bead flow cytometry, HTS, primary screen. Beta-adrenergic receptor kinase 1 (Homo sapiens), P25098. FAM-aptamer displacement from GRK2. inhibition of aptamer binding, % at 10 µM. 330,000 tested, 0.59% active. AID 488847, 2010;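 active = inhibition of aptamer binding above 40%, roughly 3 SD of noise, on plates passing a quality check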;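 note: median bead fluorescence of bound FAM aptamer so fluorescent compounds give negative values; no value below 0 was filed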
# Bcl-xL primary – inhibitors of human Bcl-xL, primary screen, biochemical, fluorescence polarization, HTS | Bcl-2-like protein 1 (Homo sapiens), Q07817 | GST-Bcl-xL / FITC-Bim BH3 peptide fluorescence polarization | inhibition, % at 10.9 µM | 320,000 tested, 0.7% active | AID 2129, 2009;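 active = inhibition above the mean of all tested compounds plus 3 SD, cutoff set per campaign, cut at about 30% in these data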;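 note: 0% = DMSO wells and 100% = unlabeled Bim-BH3 peptide competitor; inhibitors lower millipolarization by displacing the labeled peptide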
# Efflux pump mplx – inhibitors of Candida efflux pumps in yeast, primary screen, S. cerevisiae, Nile Red, multiplex. S. cerevisiae Candida pump triplex. inhibition, % at 10 µM. 330,000 tested, 0.44% active. AID 485275, 2010;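 active = plate passing quality check with inhibition over a set limit, or well fluorescence over plate mean plus 4 SD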;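 note: Nile Red retained in pooled yeast measured as flow cytometry median fluorescence; 0% = buffer negative control and 100% = Enniatin B positive control; higher means more Nile Red kept so more efflux inhibition; some compounds called inactive have numbers as strong as hits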
# MCL1-BIM inh – inhibitors of MCL1 binding to BIM-BH3, primary screen, biochemical, fluorescence polarization | AID 2057, 2009 | inhibition, % at 10.9 µM | GST-MCL1 / FITC-Bim-BH3 fluorescence polarization | 320,000 tested, 0.68% active | Induced myeloid leukemia cell differentiation protein Mcl-1 (Homo sapiens), Q07820;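 active = inhibition above the mean inhibition of all tested compounds plus 3 SD, set per campaign, cut at about 40% in these data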;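 note: 0% = DMSO wells and 100% = unlabeled Bim-BH3 peptide control; higher means more loss of mP so more displacement of Bim peptide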
# VLA-4 inh – inhibition in human VLA-4 binding assay, primary screen, VLA-4 allosteric modulator project, MLPCN library, flow cytometry, VLA-4 expressing cells; Integrin alpha-4 (Homo sapiens), P13612; ligand binding flow cytometry; inhibition, % (about 7 µM as worked out from the volumes in the protocol); 330,000 tested, 0.2% active; in the data active = inhibition above about 50%
# MEX-5 binding – MEX-5 zinc finger RNA-binding disruptors – biochemical, C. elegans, fluorescence polarization, MLPCN library, primary screen. activity score (negative = inhibition of binding), % at 10 µM. MEX-5/FITC-TCR2 RNA binding; active compounds read low. 300,000 tested, 0.38% active. AID 1832, 2009;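 active = inhibition past about -25% in most replicates, and total fluorescence under double the plate's negative control median, limit read from the data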;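 note: 0% = DMSO and -100% = 5 µM competing unlabeled TCR2 RNA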
# Target sequence (Q9XUB2 whole entry, looked up): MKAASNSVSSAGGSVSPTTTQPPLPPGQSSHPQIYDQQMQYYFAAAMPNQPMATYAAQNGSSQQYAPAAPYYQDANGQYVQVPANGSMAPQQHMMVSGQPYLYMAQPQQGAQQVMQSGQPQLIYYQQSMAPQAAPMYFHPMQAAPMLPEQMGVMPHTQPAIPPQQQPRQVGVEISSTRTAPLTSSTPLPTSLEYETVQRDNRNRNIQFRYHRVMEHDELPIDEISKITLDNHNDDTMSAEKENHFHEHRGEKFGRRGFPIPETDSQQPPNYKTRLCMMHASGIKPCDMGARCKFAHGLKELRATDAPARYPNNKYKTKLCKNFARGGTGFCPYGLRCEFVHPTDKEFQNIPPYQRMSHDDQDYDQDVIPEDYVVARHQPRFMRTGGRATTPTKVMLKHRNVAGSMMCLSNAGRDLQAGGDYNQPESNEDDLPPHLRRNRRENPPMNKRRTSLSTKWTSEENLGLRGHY
# * marks the source's active call; other numbers are inactive results; . = no result given. Not all compounds are listed; count on the stated rates, not on these rows.
# Values run as follows: GRK2 aptamer HTS, VLA-4 inh, MCL1-BIM inh, PME-1 primary, Fam108B inh, Efflux pump mplx, GLD-1 RNA inh, Bcl-xL primary, MEX-5 binding
CC(C)(C)NC(=O)C(c1ccccn1)N(C(=O)C1CSC(=O)C1)c1ccccc1F (stereo not drawn)
  3, 19, -7, -8, -1, 0.1, 0, 0, 1.2
Cc1ccc(C(=O)N2CCCCC2)cc1S(=O)(=O)N1CCOCC1
  1, 4, 3, 3, -6, 0.4, -10, -4, -1.0
N#Cc1ccccc1OCC(=O)Nc1cccc(S(=O)(=O)N2CCCCCC2)c1
  0, 7, -3, 0, ., 0.1, -1, -1, .
O=C(NCc1ccco1)c1cccn2c(=O)c3sccc3nc12
  4, -3, 0, 3, 1, 0.0, 2, 8, -4.3
COCc1nnc(NC(=O)CC(C)c2ccccc2)s1 (stereo not drawn)
  3, 15, 7, 2, -5, 0.0, 5, 5, -0.8
OCCNc1ncnc2c1cnn2Cc1ccccc1
  0, -15, ., ., ., 0.0, ., ., 1.2
Cc1csc(NC(=O)c2cccnc2)n1
  0, 3, 7, 0, -3, 0.1, 0, 2, 0.1
CCC(C)NC(=O)CSc1ncccc1C(=O)O (stereo not drawn)
  1, -6, 1, 2, 10, 0.1, -2, 1, 1.7
C[N+](C)(C)C[C@H](O)CC(=O)O
  0, 1, -5, -6, 0, -0.2, -1, 3, 0.6
CCC(=O)c1cc(F)ccc1OCC(=O)N1CCN(c2ccc(F)cc2)CC1
  0, -1, -10, -5, -2, 0.3, -1, -8, 0.9
Cc1ccccc1CN1C[C@@H]2C[C@@H](c3cn(C)nc3-c3ccccc3)N3CCC[C@@]23C1=O
  1, 1, 1, -6, -1, 0.2, -8, 0, 2.6
CCOC(=O)c1c(S(=O)(=O)N2CCC(C)CC2)c(C)n(C)c1C
  7, 4, -1, 0, -2, -0.1, 3, -2, -1.8
CCOC(=S)N/C(=N\S(C)(=O)=O)c1ccccc1
  0, 7, 2, 3, 1, 0.2, -1, 1, 0.8
CCN(c1ccccc1)S(=O)(=O)c1ccc(C(=O)N(C)CCc2ccc(OC)c(OC)c2)cc1
  0, 7, 3, -6, 2, -0.1, 0, -2, 1.3
Cc1cc(-c2cc(-c3ccccc3)on2)nc(NCC2CC2)n1
  0, 24, 6, -4, -3, -0.2, -5, 3, -1.1

# Following part:
# Values run as follows: GRK2 aptamer HTS, VLA-4 inh, MCL1-BIM inh, PME-1 primary, Fam108B inh, Efflux pump mplx, GLD-1 RNA inh, Bcl-xL primary, MEX-5 binding
CCOC(=O)C1(Cc2ccccc2C)CCCN(C(=O)c2ccc(OC)o2)C1 (stereo not drawn)
  1, 10, -3, 4, -2, 0.0, -7, 1, 1.3
CC(=O)N1CCN(C(=S)c2cccc([N+](=O)[O-])c2)CC1
  0, 15, 4, -4, -3, 0.1, 6, 4, -0.1
O=C(Nc1cccc(-c2csc(Nc3ccccc3)n2)c1)c1cc([N+](=O)[O-])cc(C(F)(F)F)c1
  3, 8, 0, 31*, 37*, -0.1, 9, 4, 0.7
Cc1ccc(O)c(NC(=O)c2cc(-c3ccco3)on2)c1
  0, -12, -4, 4, -2, -0.4, 2, 2, 0.2
COc1cc(/C=N\NC(=O)c2ccc(C)nc2)ccc1OC(=O)c1cccc(F)c1
  0, -4, 1, -25, -5, 0.1, 9, -1, 0.5
Oc1ccc(/C=N/Nc2cc(N3CCOCC3)nc(N3CCOCC3)n2)cc1
  0, 7, -1, -4, 0, 0.3, -1, 1, -4.5
CN(C(=O)/C(N=Nc1cccc(C(F)(F)F)c1)=C(\O)C(F)(F)F)c1ccccc1
  1, -15, 0, -4, 4, -0.1, -6, -2, -0.9
Cc1ccc(C)c(OCCCC(=O)O)c1
  4, 1, 6, -6, -2, 0.1, 12, 1, 0.6
COc1ccc2cc(CCNC(=O)C(C)C)c(=O)[nH]c2c1
  0, 6, 3, -2, -1, -0.2, 1, 4, 1.9
CC(C)N(C(=O)C1CC(=O)OC12CCCCC2)C(C)C (stereo not drawn)
  1, -3, -2, -4, 1, 0.0, -9, 6, 2.1
Cc1csc(=O)n1CCC(=O)OC(C)C(=O)NCc1ccccc1 (stereo not drawn)
  1, 5, ., ., ., 0.2, -2, ., .
CC[C@@H](C)[C@H](NC(=O)OCc1ccccc1)c1nnc([C@@H](NC(=O)OCc2ccccc2)[C@@H](C)CC)o1
  1, 1, 4, 2, -3, 0.0, -4, 6, 3.1
CCOc1ccc(CN2CCC(n3nccc3NC(=O)CCCc3ccccc3)CC2)cc1
  0, 17, -6, -3, -1, 0.1, 4, 1, -2.6
C=CCNc1nc(Cl)nc(Nc2cc(Cl)ccc2OC)n1
  0, 6, ., ., ., 0.0, ., ., 0.1
Cc1ccc(C(=O)CCNc2ccc(F)c(Cl)c2)o1
  1, -21, 7, 3, -1, 0.1, 1, 6, .

# More structures
# Values run as follows: GRK2 aptamer HTS, VLA-4 inh, MCL1-BIM inh, PME-1 primary, Fam108B inh, Efflux pump mplx, GLD-1 RNA inh, Bcl-xL primary, MEX-5 binding
CCC1CCCCN1CCCNC(=O)C1CCN(S(=O)(=O)N2CCC3(CC2)OCCO3)CC1 (stereo not drawn)
  0, 22, -4, -4, -8, -0.1, -9, 1, -0.6
CCOc1cc2[nH]c(=S)n(Cc3ccc(C(=O)NCC(OC)OC)cc3)c(=O)c2cc1OCC
  3, 16, 5, 2, -1, -0.1, -1, 1, 0.6
COc1c2c(nc3occc13)C(CC=C(C)C)(OC)C(O)CC2 (stereo not drawn)
  2, -4, -1, 2, 1, -0.1, 6, 4, -0.9
COc1cc(C(Nc2ccc(S(=O)(=O)NCC3CCCO3)cc2)C(=O)NC(C)(C)C)cc(OC)c1OC (stereo not drawn)
  1, 0, -1, 0, 0, -0.1, -8, 1, 2.1
S=C(c1cn(Cc2ccccc2)c2ccccc12)N1CCOCC1
  0, 2, 16, 3, 0, -0.1, 11, 7, 0.0
O=S(=O)(NC1CC1)c1ccc(S(=O)(=O)N2CCC3(CC2)OCCO3)cc1
  3, -1, 5, -3, 2, 0.0, -10, 5, 0.6
Cc1nn(C(=O)c2ccco2)c(C)c1CN1C(=O)c2ccccc2C1=O
  1, 10, 0, 3, -3, 0.1, 9, 0, 2.3
O=C(CCNC(=O)c1ccccc1Cl)Nc1cc(C(F)(F)F)ccc1N1CCCC1
  0, -2, -17, 4, 2, 0.0, -4, -8, 1.3
O=C1NC(Nc2nccs2)(C(F)(F)F)C(=O)N1CCc1ccccc1 (stereo not drawn)
  0, 6, 1, -4, -1, 0.2, -3, 6, 0.9
Cc1cc(N2CCCC2)ccc1/C=C1/C(=O)N(C)C(=S)N1C
  0, -89, -125, -11, -15, 0.3, -61, -62, 2.1
O=c1c2ccccc2sn1-c1cc(S(=O)(=O)N2CCOCC2)ccc1N1CCCC1
  5, 1, 11, -9, 4, 0.1, 4, 15, 1.5
COc1ccc(S(=O)(=O)N2Cc3ccccc3CC2C(=O)Nc2nccs2)cc1 (stereo not drawn)
  0, -4, -9, -2, -5, 0.7, 3, -11, -0.3
COc1ccc(C2(CNC(=O)c3ccc(C)cc3)CCOCC2)cc1
  0, 11, 13, 3, 1, -0.2, 0, 8, -0.1
Cc1cccc2cc(CN(CCCO)C(=O)Nc3ccccc3Cl)c(=O)[nH]c12
  1, -1, 2, 1, -3, 0.1, 5, 5, -2.2
CCOc1ccc(S(=O)(=O)N2CCN(C(=O)C3CCC3)CC2)cc1
  0, 1, -11, -6, 1, 0.1, 2, 0, -7.1

# (list continues)
# Values run as follows: GRK2 aptamer HTS, VLA-4 inh, MCL1-BIM inh, PME-1 primary, Fam108B inh, Efflux pump mplx, GLD-1 RNA inh, Bcl-xL primary, MEX-5 binding
Cc1cc(=O)n2nc(N3CCCC(C(=O)NC4CCC(C)CC4)C3)sc2n1 (stereo not drawn)
  1, -5, 6, 0, 1, -0.2, 0, 6, -3.1
COC(=O)CCC(=O)OC1(C)C(=O)C2=CN(c3ccccc3)C(c3ccc(OC)cc3)=CC2=C(Br)C1=O (stereo not drawn)
  13, -27, 22, 6, 1, 0.1, 11, 21, -6.5
COc1ccc(/C=C(\C#N)C(=O)Nc2cccnc2)cc1
  0, 7, 10, 1, 2, -0.1, 4, 6, -1.2
Clc1ccc2noc(-c3ccccc3)c2c1
  2, 8, -2, -1, 7, 0.2, 5, -1, 1.2
CC(C)COC(=O)c1cccc2c1-c1ccccc1/C2=N\O
  0, 0, 7, -45, -28, -0.1, 7, 3, 2.4

# Reformatted with bars between the fields: part of the list above.
SMILES | GRK2 aptamer HTS | VLA-4 inh | MCL1-BIM inh | PME-1 primary | Fam108B inh | Efflux pump mplx | GLD-1 RNA inh | Bcl-xL primary | MEX-5 binding
O=C(CCNC(=O)c1ccccc1Cl)Nc1cc(C(F)(F)F)ccc1N1CCCC1 | 0 | -2 | -17 | 4 | 2 | 0.0 | -4 | -8 | 1.3
O=C1NC(Nc2nccs2)(C(F)(F)F)C(=O)N1CCc1ccccc1 (stereo not drawn) | 0 | 6 | 1 | -4 | -1 | 0.2 | -3 | 6 | 0.9
Cc1cc(N2CCCC2)ccc1/C=C1/C(=O)N(C)C(=S)N1C | 0 | -89 | -125 | -11 | -15 | 0.3 | -61 | -62 | 2.1
O=c1c2ccccc2sn1-c1cc(S(=O)(=O)N2CCOCC2)ccc1N1CCCC1 | 5 | 1 | 11 | -9 | 4 | 0.1 | 4 | 15 | 1.5
COc1ccc(S(=O)(=O)N2Cc3ccccc3CC2C(=O)Nc2nccs2)cc1 (stereo not drawn) | 0 | -4 | -9 | -2 | -5 | 0.7 | 3 | -11 | -0.3
COc1ccc(C2(CNC(=O)c3ccc(C)cc3)CCOCC2)cc1 | 0 | 11 | 13 | 3 | 1 | -0.2 | 0 | 8 | -0.1
Cc1cccc2cc(CN(CCCO)C(=O)Nc3ccccc3Cl)c(=O)[nH]c12 | 1 | -1 | 2 | 1 | -3 | 0.1 | 5 | 5 | -2.2
CCOc1ccc(S(=O)(=O)N2CCN(C(=O)C3CCC3)CC2)cc1 | 0 | 1 | -11 | -6 | 1 | 0.1 | 2 | 0 | -7.1
Cc1cc(=O)n2nc(N3CCCC(C(=O)NC4CCC(C)CC4)C3)sc2n1 (stereo not drawn) | 1 | -5 | 6 | 0 | 1 | -0.2 | 0 | 6 | -3.1
COC(=O)CCC(=O)OC1(C)C(=O)C2=CN(c3ccccc3)C(c3ccc(OC)cc3)=CC2=C(Br)C1=O (stereo not drawn) | 13 | -27 | 22 | 6 | 1 | 0.1 | 11 | 21 | -6.5
